LDHA inh = LDHA (human) enzyme inhibition. purified LDHA, NADH/diaphorase-resazurin fluorescence; hits give low values. activity change, % (values are at about 110 or 230 µM). hit rate 0.15% among 480,000. AID 1347041; in the data active = activity change below about -30%; inconclusive = mostly about -25% to -30%;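 also: plate controls were DMSO wells for no effect and wells without enzyme for full effect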
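Enzyme activity of human lactate dehydrogenase 5 (2 nM; 0.06 mM NADH, 0.2 mM pyruvate, 5 min, RT) is measured via a resazurin/diaphorase fluorescence readout of residual NADH.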
ALOX12 inh = blocks human arachidonate 12S-lipoxygenase; hit rate 1.1% among 580,000; Potency, µM (doses to about 108 µM), without a hit: at the top dose activity change, negative = inhibition, most hits filed as inhibitors; purified 12hLO, xylenol orange hydroperoxide absorbance; P18054; AID 1671190; also: potency is read from the fitted curve at half-maximal effect; % is scaled to controls: 0 for no effect and ±100 for the full control effect
Target sequence (P18054 whole entry, looked up): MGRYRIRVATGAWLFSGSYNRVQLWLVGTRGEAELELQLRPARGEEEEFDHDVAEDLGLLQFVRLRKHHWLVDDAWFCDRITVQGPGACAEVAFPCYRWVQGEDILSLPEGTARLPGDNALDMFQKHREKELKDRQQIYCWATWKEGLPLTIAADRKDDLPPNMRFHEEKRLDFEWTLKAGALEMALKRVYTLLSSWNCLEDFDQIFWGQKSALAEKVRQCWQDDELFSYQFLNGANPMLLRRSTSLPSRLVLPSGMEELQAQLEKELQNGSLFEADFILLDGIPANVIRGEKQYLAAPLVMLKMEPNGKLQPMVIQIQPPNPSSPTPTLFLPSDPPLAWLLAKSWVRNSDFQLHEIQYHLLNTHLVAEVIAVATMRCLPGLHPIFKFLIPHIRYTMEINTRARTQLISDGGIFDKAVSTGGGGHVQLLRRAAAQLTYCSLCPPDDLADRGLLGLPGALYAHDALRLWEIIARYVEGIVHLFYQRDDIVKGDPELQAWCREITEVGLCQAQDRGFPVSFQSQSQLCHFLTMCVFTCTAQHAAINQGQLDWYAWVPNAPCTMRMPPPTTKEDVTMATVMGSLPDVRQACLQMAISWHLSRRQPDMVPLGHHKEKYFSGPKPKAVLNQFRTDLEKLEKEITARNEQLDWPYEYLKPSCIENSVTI
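Hydroperoxide product was detected by ferrous iron/xylenol orange as the 573 to 405 nm absorbance ratio. Arachidonic acid at 40 uM (final) was turned over for 30 min at room temperature by 150 nM human 12hLO, pH 7.0 Hepes buffer, after 15 min compound preincubation.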
Vif-A3G inh = blocks the Vif interaction with human APOBEC3G; Potency, µM (top dose mostly 46.1 µM), for inactives: top-dose activity, negative = active, actives largely listed as inhibitors; AID 602310; HeLa A3G-eYFP + Vif (tagged APOBEC3G with the HIV-1 protein that degrades it), YFP fluorescence, overnight; hit rate 0.076% among 410,000; Q9HC16;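 also: potency is read from the fitted curve at half-maximal effect; % is scaled to controls: 0 for no effect and ±100 for the full control effect; nearly all actives have a fitted effect of over 60% in size; hits raise eYFP signal because A3G escapes Vif-driven loss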
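Read-out is eYFP fluorescence (Ex 488/Em 500-530) from Vif-expressing HeLa A3G-eYFP cells; more signal means A3G escaped Vif-mediated degradation. Cells plated overnight, compound pinned in, incubated overnight at 37 deg C.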
Vif-APOBEC3F blk = Vif-A3F binding inhibition; HeLa A3F-eYFP + Vif (tagged APOBEC3F with the HIV-1 protein that degrades it), YFP fluorescence increase; Potency, µM (doses to about 46.1 µM), inactives show top-dose activity, negative = active; hit rate 0.2% among 390,000; AID 602313; also: potency is read from the fitted curve at half-maximal effect; % of control where 0% means no effect; nearly all actives have a fitted effect of over 65% in size
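Fluorescence increase (Ex 488/Em 500-530) after overnight compound treatment at 37 deg C flags inhibition of Vif-driven A3F-eYFP loss in stable HeLa A3F-eYFP/Vif cells seeded overnight beforehand.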
Glioma ERSR ind = ER stress response induction in glioma; hit rate 0.02% among 420,000; AID 602332; U87-MG GRP78 promoter luciferase reporter, 16 h; Potency, µM, inactives show at the highest dose activation, most hits filed as activators; also: potency is read from the fitted curve at half-maximal effect; series mostly up to about 76 µM; % of control where 0% means no effect; nearly all actives have a fitted effect of over 35% in size
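ERSR induction read as luciferase luminescence (Bright-Glo, 10 min at room temperature) in stably transfected human U87-MG glioma cells exposed to compounds for 16 h, using GRP78 as sensor.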
D2 ag = activates the human D2 dopamine receptor. P14416. HEK293 T-REx D2 cells, calcium flux agonist mode. activation, % at 2 µM. hit rate 0.53% among 340,000. AID 485358;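 active = activation over 3 SD above normal in the single-dose calcium agonist read, cut at about 30% in these data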; also: 0% is about no effect
Target sequence (P14416 whole entry, looked up): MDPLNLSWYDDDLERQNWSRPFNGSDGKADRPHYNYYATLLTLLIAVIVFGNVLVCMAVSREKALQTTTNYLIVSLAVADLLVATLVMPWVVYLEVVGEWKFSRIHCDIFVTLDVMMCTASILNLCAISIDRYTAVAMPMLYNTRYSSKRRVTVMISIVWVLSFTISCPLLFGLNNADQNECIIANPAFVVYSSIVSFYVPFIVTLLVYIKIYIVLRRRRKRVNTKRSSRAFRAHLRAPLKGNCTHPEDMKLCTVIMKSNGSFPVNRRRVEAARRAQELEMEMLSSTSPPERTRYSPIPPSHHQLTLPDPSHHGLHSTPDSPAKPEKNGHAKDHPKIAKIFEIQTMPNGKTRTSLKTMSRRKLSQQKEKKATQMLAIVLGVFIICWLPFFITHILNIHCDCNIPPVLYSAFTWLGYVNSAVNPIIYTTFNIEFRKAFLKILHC
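Calcium-flux readout, 1 cycle/sec over 180 s following compound pin transfer, in inducible HEK293 Trex D2 cells (force-coupled); dopamine controls included. Positive calcium responses during this window marked compounds as potential agonists.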
RGS4 inhibitor = inhibitors of human regulator of G protein signaling 4 | P49798 | Transcreener GDP fluorescence polarization, RGS4-accelerated GTP hydrolysis | Potency, µM (top dose mostly 114 µM), for inactives: at the highest dose activity change, negative = inhibition, hits mostly inhibitors | hit rate 0.039% among 390,000 | AID 504845; also: potency is read from the fitted curve at half-maximal effect; % is scaled to controls: 0 for no effect and ±100 for the full control effect; nearly all actives have a fitted effect of over 75% in size; some results filed as inactive show a strong effect at the top dose
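MLSMR compounds (23 nl, pin-transferred) preincubated 10 min at room temperature with a 500nM (2x) first reagent, then RGS4 at 900nM (2x) plus Transcreener GDP mix added; fluorescence polarization (620/688 nm) read before and after 90 min at 30 °C.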
ERG Ets-DNA blk = inhibitors of human ERG Ets domain-DNA interaction; P11308; fluorescence polarization, His-ERG Ets domain / labelled DNA; hit rate 0.028% among 370,000; Potency, µM (highest dose often 76.9 µM), for inactives: top-dose FP activity, negative = inhibition, actives largely listed as inhibitors; active = well fitted inhibition curve with a large enough effect in the polarisation, with a control signal flat; inconclusive = small, poorly fitted or top-dose-only effect, or effect the other way, or a change in a side signal; inactive = no such curve, though single readings can be large or run the other way; the % refers to the polarisation;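 also: polarization taken with two DNA probes labelled with fluorescein and Texas red; potency is read from the fitted curve at half-maximal effect; % of control where 0% means no effect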
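His-tagged ERG Ets domain (1 uM in the protein solution; 300mM KCl, 50mM Tris-HCl, 1mM EDTA, 1mM DTT, pH 7.5) received compound, then a probe mix of 5 nM fluorescein-DNA and 100nM Texas-615-DNA. Fluorescence polarization was read for both dyes.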
D2 antagonist = D2 dopamine receptor (human) antagonism | hit rate 2% among 340,000 | inhibition, % at 10 µM | P14416 | HEK293 TREx D2 cells, calcium flux, dopamine EC80; in the data active = inhibition above about 30%; also: 0% is about no effect
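In this primary screen, negative modulation is detected by tracking calcium flux after an EC80 dopamine challenge in inducible HEK293 T-REx D2 cells preexposed to test compound for 180 s.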
An asterisk follows results filed as active; ? = inconclusive; / = no result given; & = joins results of further samples; [ ] = another dose, or the depositor's remark. Unless noted, calls follow the shape of the dose curve; as a rule, active = well fitted curve in the direction sought with a large enough effect; inconclusive = small, poorly fitted or top-dose-only effect, or another doubt; inactive = no such curve, though single readings can be large; an effect the other way counts as inactive or inconclusive. These rows are one share of the data; count on the stated rates, not on these rows.

SMILES	LDHA inh	ALOX12 inh	Vif-A3G inh	Vif-APOBEC3F blk	Glioma ERSR ind	D2 ag	RGS4 inhibitor	ERG Ets-DNA blk	D2 antagonist
CCSc1nc(C)cc(C)c1S(=O)(=O)c1ccccc1C	2	0%	-2%	-3%	-1%	0.5	-11%	7%	-6
Cc1cc(C)c(NC(=O)COc2nncc3ccccc23)c(C)c1	-5	-7%	2%	-6%	-5%	1.2	10%	-11%	-6
CC1(C)c2ccccc2N2CC(=O)N(CC(N)=O)C21C (stereo not given)	-7	5%	2%	-4%	-2%	2.5	7%	?	26
Cc1ccccc1Cn1c2ccccc2c2cnn(CC(=O)N3CCC(C)CC3)c(=O)c21	-11	?	0%	-2%	-4%	/	16%	5%	/
CCNC(=O)C1CCCN(C(=O)c2ccc(F)c(Cl)c2)CC1 (stereo not given)	-9	9%	-4%	/	-3%	/	/	/	/
COc1cc(NC(=S)NCCc2ccc(S(N)(=O)=O)cc2)c(OC)cc1Cl	-2	-24%	4%	4%	-5%	-0.5	-40%	-6%	12
COc1ccc2c(c1)c(=O)c(C(=O)c1ccc(F)cc1)cn2CC(=O)Nc1ccc(F)cc1	-15	?	-9%	-4%	-4%	1.0	8%	2%	17
O=C(NC(=Nc1ccccc1)N1CCOCC1)Nc1ccccc1	2	-10%	1%	-12%	0%	0.7	-15%	/	2
O=C(N/N=C/c1cccnc1)c1ccc([N+](=O)[O-])cc1	0	277%[activator]	6%	0%	0%	/	21%	8%	/
COc1ccc(C2NC(C(=O)O)Cc3c2[nH]c2ccccc32)cc1OC (stereo not given)	1	?	0%	-4%	-7%	2.8	23%	3%	-6

Rewritten with two lines to a compound: part of the list above.
Results follow in this order: LDHA inh | ALOX12 inh | Vif-A3G inh | Vif-APOBEC3F blk | Glioma ERSR ind | D2 ag | RGS4 inhibitor | ERG Ets-DNA blk | D2 antagonist
CCSc1nc(C)cc(C)c1S(=O)(=O)c1ccccc1C
    2 | 0% | -2% | -3% | -1% | 0.5 | -11% | 7% | -6
Cc1cc(C)c(NC(=O)COc2nncc3ccccc23)c(C)c1
    -5 | -7% | 2% | -6% | -5% | 1.2 | 10% | -11% | -6
CC1(C)c2ccccc2N2CC(=O)N(CC(N)=O)C21C (stereo not given)
    -7 | 5% | 2% | -4% | -2% | 2.5 | 7% | ? | 26
Cc1ccccc1Cn1c2ccccc2c2cnn(CC(=O)N3CCC(C)CC3)c(=O)c21
    -11 | ? | 0% | -2% | -4% | / | 16% | 5% | /
CCNC(=O)C1CCCN(C(=O)c2ccc(F)c(Cl)c2)CC1 (stereo not given)
    -9 | 9% | -4% | / | -3% | / | / | / | /
COc1cc(NC(=S)NCCc2ccc(S(N)(=O)=O)cc2)c(OC)cc1Cl
    -2 | -24% | 4% | 4% | -5% | -0.5 | -40% | -6% | 12
COc1ccc2c(c1)c(=O)c(C(=O)c1ccc(F)cc1)cn2CC(=O)Nc1ccc(F)cc1
    -15 | ? | -9% | -4% | -4% | 1.0 | 8% | 2% | 17
O=C(NC(=Nc1ccccc1)N1CCOCC1)Nc1ccccc1
    2 | -10% | 1% | -12% | 0% | 0.7 | -15% | / | 2
O=C(N/N=C/c1cccnc1)c1ccc([N+](=O)[O-])cc1
    0 | 277%[activator] | 6% | 0% | 0% | / | 21% | 8% | /

Following part:
SMILES	LDHA inh	ALOX12 inh	Vif-A3G inh	Vif-APOBEC3F blk	Glioma ERSR ind	D2 ag	RGS4 inhibitor	ERG Ets-DNA blk	D2 antagonist
CCCCN(C)CCNC(=O)c1cc2c(-c3cccc(OC)c3)nn(C)c2s1	-9	-12%	5%	6%	-7%	4.6	-14%	-1%	29
CCC(=O)Nc1cc(C(=O)OCC(=O)c2ccc(Cl)cc2Cl)ccc1C	-2	0%	-1%	-8%	2%	-0.3	-16%	13%	-11
Cc1ccc(NS(=O)(=O)c2ccc(-n3cccn3)cc2)cc1Cl	-8&-3	?	-10%&-9%	-13%&-4%	4%&-3%	0.1	2%	1%	/
CC(C)N1CC(C(=O)Nc2ccc(F)c(Cl)c2)CC1=O (stereo not given)	-5	19%	-5%	-4%	-3%	-2.0	5%	-5%	8
Cc1c(C(=O)c2ccc(F)cc2)c2ccccn2c1CCc1ccccn1	5	?	-6%	-25%	-6%	0.2	-4%	7%	-6
Cc1c(NC(=O)CN2C(=O)NC(CCc3ccccc3)C2=O)c(=O)n(-c2ccccc2)n1C (stereo not given)	-3	-1%	-10%	-1%	-2%	-1.5	-7%	-8%	-10
Clc1ccc(-c2n[nH]c3c2CCCC3)cc1	2	?	-1%	-2%	9%	1.5	-1%	5%	-5
Cc1c(Cl)c([N+](=O)[O-])nn1CC(=O)NC(C)c1ccccc1 (stereo not given)	-5	16%	5%	7%	-5%	-0.6	9%	3%	-8
COc1cc(N2C(=O)CC3(CCCC3)CC2=O)cc(OC)c1OC	-3	4%	0%	-4%	-3%	0.1	7%	-7%	-7
CC1CCN(C(=O)CSc2nnc(Cn3c(=O)sc4ccccc43)n2C)CC1	-1	426%[activator]	0%	2%	-3%	0.3	-46%	7%	-8
O=C(Cn1nc(C(=O)O)c2ccccc2c1=O)Nc1ccc(F)cc1F	-2	-11%	-6%	-5%	-4%	1.0	8%	10%	-16
O=C(COc1ccc([N+](=O)[O-])cc1)Nc1cccc(C(=O)Nc2ccccc2C(=O)O)c1	-16	0%	-7%	-12%	1%	0.3	-19%	?	52*
CCOC(=O)N1CCN(CC(O)COc2cc(C)ccc2C(C)C)CC1 (stereo not given)	-7	-10%	-2%	0%	-4%	0.0	33%	3%	-17
CCOC(=O)/C=C1\CN(Cc2ccc(OC)cc2)S(=O)(=O)c2ccccc21	-3	10%	3%	0%	-1%	0.8	1%	-18%	10
CC(=O)Nc1cccc(-c2ccnc3c2CC(C(=O)NCC2CC2)O3)c1 (stereo not given)	-6	-18%	?	/	-3%	/	/	/	/
Nc1nc(N)nc(-c2ccc([N+](=O)[O-])o2)n1	7	-7%	-1%	4%	-3%	/	6%	-4%	/
S=c1[nH]nc(COc2ccccc2)n1/N=C/c1ccc(Cl)c(Cl)c1	-7	-28%	-11%	11%	3%	-1.4	-46%	42%[activator]	25
Cc1cccc(NC(=O)Nc2nnc(-c3ccccc3)o2)c1	0	2%	-4%	-11%	2%	1.0	12%	-5%	-16
Cc1ccc(NC(=O)COC(=O)CN2C(=O)c3ccccc3C2=O)cc1S(=O)(=O)N(C)C	-1	?	7%	0%	-2%	-1.3	7%	3%	0
COc1ccc(NC(=O)CSc2nc(C)cs2)c(OC)c1	-2	1%	1%	0%	5%	-0.4	-8%	-4%	2
CCOc1ccccc1CN1CCN(Cc2ccc(C)o2)CC1CCO (stereo not given)	0	-2%	-1%	1%	-5%	0.3	9%	6%	29
CCCC(=O)Nc1ccc(C(=O)NNC(=O)c2ccco2)cc1	-6	18%	-1%	-14%	0%	-0.2	23%	-3%	-5
O=C1Nc2ccccc2C1Cc1ccc(OC(F)(F)F)cc1 (stereo not given)	-1	-19%	-1%	11%	-4%	1.1	2%	-1%	5
O=C(NCC1CC1)C1(C(F)(F)F)CC(CCc2ccccc2)CCCO1 (stereo not given)	1	-4%	-5%&1%	0%	-3%&-4%	/	-8%&-3%	-6%	/
OC(COCc1ccccc1)CN1CCCC1 (stereo not given)	0	-32%	1%	0%	-3%	/	14%	4%	/
Cc1cc(OCC(=O)Nc2nccs2)c2c(C)cc(=O)oc2c1	-5	2%	-2%	1%	-3%	0.1	5%	-4%	7
CC(C)n1cc(CN2CCN(CCc3ccccc3)C(CCO)C2)cn1 (stereo not given)	-3	0%	2%	0%	-3%	-1.2	-2%	-10%	1
C=CCOc1ccccc1CNCc1ccc(F)cc1	-6	-18%	5%	-20%	0%	-0.8	10%	3%	-26
COc1ccc(NC(=S)N(CCCN2CCCC(C)C2)Cc2cccs2)cc1 (stereo not given)	-8	441%[activator]	0%	1%	-5%	0.4	13%	-10%	49*
COC(=O)CSc1nc(N)c(C#N)c(C(C)C)c1C#N	-5	-3%	1%	-4%	-5%	-1.7	-29%[56.9 µM]	-4%	-11
Cc1ccc(O)c(C(=O)c2cnc3c(c2)c(-c2ccc(F)cc2)c(C#N)c(=O)n3C)c1	-4	-1%	-1%	3%	2%	0.0	4%	9%	7
Cn1c(N)c(C(=O)COC(=O)COc2cccc(Br)c2)c(=O)n(C)c1=O	-1	5%	-4%	-20%	-1%	/	10%	-2%	/
CC(/C=N/NC(=O)Cn1cnc2c1c(=O)n(C)c(=O)n2C)=C\c1ccco1	6	-11%	2%	1%	0%	0.3	-27%	-7%	7
COc1ccc(NC(=O)C2CCC2)cc1S(=O)(=O)Nc1cc(C)ccc1Br	-2	-29%	-5%	4%	-5%	/	-20%	4%	/
CC(C)c1ccc(NC(=O)Nc2cc3sccc3n2C)cc1	1	?	1%	3%	-2%	0.8	-31%	11%	19
C=C1/C=C(\C)C(C)(O)CC(O)CC(=O)C(O)C(O)C(C)CC(C)OC(=O)/C(C)=C/CC/C=C/C(OC)C(O)CC(C)C1 (stereo not given)	6	/	-20%	-1%	-3%	/	-15%	-6%	/
Cc1cc(N2C(=O)C3C4CC(c5ccccc5)C(C4)C3C2=O)no1 (stereo not given)	-1	17%	0%	-8%	1%	0.4	2%	12%	1

Bioassay records as filed in PubChem.
